IDE exosite inh = displaces the probe from the exo-site of human IDE | 17,000 tested, 6.3% active | purified IDE, FL-6b probe fluorescence polarization; active compounds read low | P14735 | z-score at 20 µM;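 active means z-score of -3 or lower, meaning strong loss of probe binding signal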;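 further: His-tagged human IDE residues 42-1019 made in E. coli with 30 nM FL-6b probe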
Target sequence (P14735 42-1019 limits assumed): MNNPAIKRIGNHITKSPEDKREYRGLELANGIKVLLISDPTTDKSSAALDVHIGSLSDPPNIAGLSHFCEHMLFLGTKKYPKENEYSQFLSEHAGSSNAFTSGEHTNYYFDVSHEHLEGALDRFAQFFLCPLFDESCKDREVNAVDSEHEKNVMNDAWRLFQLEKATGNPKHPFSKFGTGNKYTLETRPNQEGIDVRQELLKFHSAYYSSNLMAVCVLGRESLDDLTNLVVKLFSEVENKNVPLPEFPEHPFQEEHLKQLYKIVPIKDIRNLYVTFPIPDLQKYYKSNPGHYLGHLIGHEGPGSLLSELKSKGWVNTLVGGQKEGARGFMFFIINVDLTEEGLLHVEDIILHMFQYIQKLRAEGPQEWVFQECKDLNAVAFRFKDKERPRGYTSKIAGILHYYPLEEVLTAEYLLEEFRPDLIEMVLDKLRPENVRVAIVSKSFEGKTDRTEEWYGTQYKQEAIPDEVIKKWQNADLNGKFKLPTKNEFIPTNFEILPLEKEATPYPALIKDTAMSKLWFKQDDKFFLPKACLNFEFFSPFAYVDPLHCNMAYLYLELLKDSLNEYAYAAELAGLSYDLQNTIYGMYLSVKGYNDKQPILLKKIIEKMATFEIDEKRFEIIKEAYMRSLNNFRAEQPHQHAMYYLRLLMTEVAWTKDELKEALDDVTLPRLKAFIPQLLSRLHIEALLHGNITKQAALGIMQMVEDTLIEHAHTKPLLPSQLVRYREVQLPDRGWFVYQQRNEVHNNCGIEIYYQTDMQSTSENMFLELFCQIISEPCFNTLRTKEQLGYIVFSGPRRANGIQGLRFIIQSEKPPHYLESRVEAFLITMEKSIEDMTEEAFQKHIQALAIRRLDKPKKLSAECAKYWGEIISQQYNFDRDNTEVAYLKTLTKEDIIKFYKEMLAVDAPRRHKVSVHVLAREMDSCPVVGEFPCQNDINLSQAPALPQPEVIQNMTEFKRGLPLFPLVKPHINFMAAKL
* hit, by the source's call; & = joins results of further samples.

SMILES,IDE exosite inh
COc1cccc(S(=O)(=O)N[C@H]2CC[C@@H](CC(=O)NC3Cc4ccccc4C3)O[C@H]2CO)c1,0.91
CCCC(=O)Nc1ccc2c(c1)OC[C@H](C)N(S(=O)(=O)c1cn(C)cn1)C[C@@H](C)[C@H](OC)CN(C)C2=O,2
COc1cccc(S(=O)(=O)N2CCCCN3[C@@H](CO)[C@@H](c4ccc(-c5ccccc5)cc4)[C@@H]3C2)c1,5.5
C[C@H]1CN([C@@H](C)CO)C(=O)c2ccccc2-c2ccccc2CO[C@@H]1CN(C)C(=O)[C@H]1CCCN1C,-0.39
COc1ccc2c3c(n(C)c2c1)[C@@H](CO)N(C(=O)CN1CCOCC1)CC31CCN(C(=O)Nc2cccc(F)c2)CC1,-1.1
CS(=O)(=O)N1[C@H](CO)[C@H](c2ccc(-c3ccccc3F)cc2)[C@@H]1C#N,-1.3
C[C@@H](NC(=O)[C@@H]1[C@@H](CO)[C@@H]2Cn3c(ccc(-c4ccccc4)c3=O)[C@@H]2N1C)c1ccccc1,1.2
O=S(=O)(NC[C@H]1N[C@@H](CO)[C@H]1c1ccc(C2=CCCC2)cc1)c1ccccc1,7.1
C[C@@H](O)C#Cc1ccc([C@@H]2[C@@H](CO)N3CCCCN(S(=O)(=O)Cc4ccccc4)C[C@H]23)cc1,4.6
N#C[C@@H]1[C@@H](c2ccccc2-c2ccccc2F)[C@@H](CO)N1C(=O)c1ccccn1,2
COCC(=O)N1CCCCN2[C@H](CO)[C@@H](c3ccc(C#Cc4cccnc4)cc3)[C@H]2C1,2.7
CN(C)CC(=O)N1CCCCN2[C@@H](CO)[C@H](c3ccc(-c4cccnc4)cc3)[C@@H]2C1,3.3
O=C(C[C@H]1C=C[C@H](NC(=O)Nc2cccc(F)c2)[C@H](CO)O1)NCC1CCCCC1,0.3
CCCN(C)C[C@@H]1Oc2cc(/C=C/c3ccccc3)ccc2S(=O)(=O)N([C@H](C)CO)C[C@@H]1C,-0.89
COc1ccc2c3c(n(C)c2c1)[C@H](CO)N(CC1CC1)CC31CCN(S(=O)(=O)c2cccs2)CC1,-1.3

The results go on:
SMILES,IDE exosite inh
C[C@@H]1CCCCO[C@H](CN(C)Cc2ccc(C(F)(F)F)cc2)[C@H](C)CN([C@H](C)CO)C(=O)c2cc(NC(=O)Nc3cccc4ccccc34)ccc2O1,0.93
CN(C)C(=O)c1ccc(-c2ccc([C@@H]3[C@@H](CO)N(C(=O)C4CCC4)[C@H]3C#N)cc2)cc1,4.6
C/C=C/c1ccc([C@@H]2[C@@H](C#N)N(C(=O)NC3CCCCC3)[C@@H]2CO)cc1,0.64
O=C(c1ccc2c(c1)OCO2)N1C[C@H]2[C@@H](c3ccccc31)[C@@H](CO)N2Cc1cccnc1,2.2
CO[C@@H]1CC[C@@H]2CCOc3c(C#N)cccc3C(=O)N(C)C[C@H](c3ccccc3)CC(=O)N(C)C[C@@H]1O2,2
O=C(NCC[C@@H]1CC[C@@H](NC(=O)c2ccccc2F)[C@H](CO)O1)c1cnccn1,2.2
O=C(Nc1ccc(C(F)(F)F)cc1)N1[C@@H]2CNC[C@H]1C2c1ccc(-c2ccccc2F)cc1 (some centres not stated),0.6&1.6
CO[C@@H]1CN(C)C(=O)c2ccc(NC(=O)c3ccno3)cc2OC[C@H](C)N(S(C)(=O)=O)C[C@H]1C,2.1
CCCNC(=O)N1[C@H](CO)[C@@H](c2ccccc2C2=CCCC2)[C@@H]1C#N,4.5
COc1ccc(NC(=O)Nc2cccc3c2O[C@@H](CN(C)Cc2ccc(C(=O)O)cc2)[C@H](C)CN([C@H](C)CO)C3=O)cc1,-0.98
O=C(C[C@@H]1C[C@@H]2c3cc(NC(=O)Nc4ccccc4)ccc3O[C@@H]2[C@H](CO)O1)NCc1ccccc1,1.2
O=C(C[C@@H]1CC[C@@H](NC(=O)c2ccc3c(c2)OCO3)[C@H](CO)O1)NCc1ccc(Oc2ccccc2)cc1,3.5
O=C(N[C@H]1CC[C@@H](CC(=O)N2CCOCC2)O[C@H]1CO)c1cccc(F)c1,0.56
CO[C@H]1CN(C)C(=O)c2ccc(NC(=O)C3CCC3)cc2OC[C@H](C)N(Cc2ccccn2)C[C@@H]1C,1.6&-0.7
CCS(=O)(=O)NCC[C@@H]1CC[C@@H](NS(=O)(=O)c2ccccc2C)[C@@H](CO)O1,1.4

Additional structures
SMILES,IDE exosite inh
CO[C@H](CN(C)C(=O)c1cc(Cl)cc(Cl)c1)[C@H](C)CN(C(=O)Nc1ccc(F)cc1)[C@H](C)CO,0.68
Cc1ccccc1-c1ccc([C@@H]2[C@H]3CN(C(=O)Cc4ccccn4)CC(=O)N3[C@H]2CO)cc1,-18*
O=C(NCC[C@H]1CC[C@@H](NC(=O)C2CCOCC2)[C@H](CO)O1)c1cc(Cl)cc(Cl)c1,-0.18
O=C(c1ccccc1)N1CC(=O)N2[C@@H](CO)[C@H](c3ccc(C#CCC4CCCC4)cc3)[C@@H]2C1,0.72
CC(C)[C@H]1CC=CC[C@H](C)Oc2ccccc2C(=O)N(C)[C@H](C(C)C)C(=O)N1 (mixture of isomers),0.6
CCc1cnc(N2[C@H](C#N)[C@H](c3ccc(C#Cc4ccccc4F)cc3)[C@@H]2CO)s1,0.12
C[C@@H]1CN([C@H](C)CO)C(=O)c2cccc(NC(=O)c3nc4ccccc4s3)c2O[C@@H]1CN(C)C(=O)Nc1ccc2c(c1)OCO2,0.86
C[C@@H]1CN([C@@H](C)CO)C(=O)c2cc(C#Cc3ccccc3)cnc2O[C@H]1CN(C)C(=O)c1ccccc1,-1.2
CCc1cnc(N2[C@H](CO)[C@@H](c3ccc(C#CCC4CCCC4)cc3)[C@@H]2C#N)s1,3.5
CC(=O)N1[C@H](CO)[C@@H](c2ccccc2)[C@@H]1CN(C(=O)c1ccccc1)C(C)C,0.87
CC(C)C#Cc1ccc([C@H]2[C@@H](C#N)N(C(=O)C3CC3)[C@H]2CO)cc1,1.7
CO[C@@H]1CC[C@@H]2CCN(C)C(=O)CCCN(C)C(=O)c3cc(C#N)ccc3OC[C@@H]1O2,-0.32
CN(C)C(=O)C[C@H]1CC[C@@H]2[C@H](COC[C@@H](O)CN2C(=O)C2CCOCC2)O1,-0.1
COc1ccc(C#Cc2ccc([C@H]3[C@@H](CO)N4C(=O)CN(C(=O)C5CCOCC5)C[C@H]34)cc2)cc1,-1.4
O=C(C[C@H]1CC[C@@H]2[C@H](COC[C@H](O)CN2Cc2cc(F)cc(F)c2)O1)Nc1nccs1,1.3

(listing goes on)
SMILES,IDE exosite inh
C[C@H](O)C#Cc1ccc([C@H]2[C@H](CO)N3CCCCN(C(=O)c4ccc(F)cc4)C[C@@H]23)cc1,1.1
COc1ccc([C@@H]2C/C=C\C[C@@H](c3ccc(F)cc3)NC(=O)CCC(=O)N2)c(OC)c1,-0.64
COc1ccc2c3c([nH]c2c1)[C@H](CO)N(C(=O)c1cnccn1)CC31CN(S(=O)(=O)c2ccccc2)C1,0.11
CS(=O)(=O)N1[C@@H]2Cn3c(ccc(-c4cccc(F)c4)c3=O)[C@H]1[C@@H](C(=O)N1CCCCC1)[C@@H]2CO,-0.67
OC[C@H]1[C@H](c2ccc(-c3ccc(F)cc3)cc2)[C@H]2CN(Cc3ccccn3)CCCCN21,0.025
N#C[C@H]1[C@H](c2ccc(-c3cncnc3)cc2)[C@@H](CO)N1C(=O)Cc1ccccc1,0.84
CC=Cc1ccc2n(c1=O)C[C@H]1[C@H](CO)[C@@H](C(=O)NCCCN(C)C)N(Cc3cocn3)[C@@H]21 (mixture of isomers),0.34
COc1ccccc1S(=O)(=O)N(C)C[C@H]1OCc2ccccc2-c2ccccc2C(=O)N([C@@H](C)CO)C[C@@H]1C,-1.5
CCCC#Cc1ccc([C@H]2[C@@H](CO)N(S(=O)(=O)c3cccc(F)c3)[C@H]2C#N)cc1,5.5
COc1ccc(NC(=O)N2CC(=O)N3[C@@H](CO)[C@H](c4ccc(C5=CCCC5)cc4)[C@@H]3C2)cc1,-0.8
CO[C@H]1CN(C)C(=O)c2cccc(C#N)c2OCC[C@H]2CC[C@@H](OC)[C@@H](CN(C)C(=O)[C@@H]1C)O2,-0.97
O=C(C1CC1)N1CC(=O)N2[C@H](CO)[C@@H](c3ccc(Br)cc3)[C@H]2C1,0.1
COCC(=O)N(C)C[C@H]1[C@@H](c2ccccc2)[C@H](CO)N1C(=O)Cc1ccncc1,1.2
CCc1cnc(N2[C@@H](C#N)[C@@H](c3ccc(C#CCC4CCCC4)cc3)[C@@H]2CO)s1,2.2
CCCNC(=O)N1CC2(C1)[C@@H](c1ccccc1)[C@@H](CO)N2C(=O)c1cccnc1,-0.0056

Remaining list, next part
SMILES,IDE exosite inh
COc1ccccc1-c1ccc([C@H]2[C@@H](CO)N(C(=O)C3CCC3)[C@H]2C#N)cc1,-2.3
CN1c2ccc(Br)cc2[C@@H]2[C@@H](CCN2C(=O)CN2CCOCC2)[C@H]1CO,1.6
CO[C@@H](CN(C)Cc1ccc(-c2ccccn2)cc1)[C@H](C)CN(C(=O)Nc1ccc(F)cc1)[C@@H](C)CO,0.76
N#C[C@@H]1[C@H](c2ccc(C3=CCCCC3)cc2)[C@@H](CO)N1C(=O)NC1CCCC1,4.7
C[C@H](CO)N1C[C@H](C)[C@@H](CN(C)C(=O)c2cc(-c3ccccc3)on2)OCc2cnnn2CCCC1=O,-0.56
N#C[C@H]1[C@H](c2ccc(C#Cc3ccccc3F)cc2)[C@@H](CO)N1C(=O)C1CC1,3.4
CCS(=O)(=O)N1CCCCN2[C@H](C1)[C@@H](c1ccc(-c3ccccc3)cc1)[C@@H]2CO,0.34
CC(=O)NC[C@@H]1[C@@H](c2ccc(-c3ccccc3F)cc2)[C@@H](CO)N1CCC(F)(F)F,-0.37
Cc1ccccc1-c1ccc([C@@H]2[C@@H](CO)N3CCCCN(C(=O)CN4CCOCC4)C[C@@H]23)cc1,-8*
CCS(=O)(=O)N1CCCCN2[C@H](CO)[C@H](c3ccc(-c4ccc(C(=O)N(C)C)cc4)cc3)[C@H]2C1,0.47
CCCNC(=O)N1[C@H](C#N)[C@H](c2ccc(-c3ccccc3F)cc2)[C@@H]1CO,1.6
CCC(=O)NC[C@@H]1[C@@H](c2ccccc2)[C@H](CO)N1C(=O)C1CCC1,3.1
CCS(=O)(=O)N1CC(=O)N2[C@H](C1)[C@@H](c1ccc(C#CCC(C)C)cc1)[C@@H]2CO,4
CCCNC(=O)N1CCC2(CC1)CN(Cc1cccc(OC)c1)[C@@H](CO)c1[nH]c3cc(OC)ccc3c12,-3.1*
C[C@H](O)C#Cc1ccc([C@H]2[C@@H](CO)N3CCCCN(S(=O)(=O)c4ccccc4)C[C@@H]23)cc1,3.7

Continuation:
SMILES,IDE exosite inh
O=S(=O)(c1ccc(Cl)cc1)N1[C@@H]2CNC[C@H]1C2c1ccc(-c2cccc(F)c2)cc1 (some centres not stated),2&1.7
O=C(C[C@H]1C[C@H]2c3cc(NC(=O)Nc4ccccc4)ccc3O[C@H]2[C@@H](CO)O1)NCc1ccccc1,0.24
Cc1ccccc1S(=O)(=O)N1C[C@H](O)COC[C@@H]2O[C@H](CC(=O)N3CCCCC3)CC[C@H]21,-0.37
O=C(C[C@@H]1C[C@H]2c3cc(NC(=O)c4cccnc4)ccc3O[C@H]2[C@@H](CO)O1)NCc1cc(F)ccc1F,-0.63
CCCNC(=O)N1[C@H](CO)[C@H](c2ccccc2-c2ccc(F)cc2)[C@@H]1C#N,2.9
CN(C)C(=O)C[C@H]1C[C@H]2c3cc(NC(=O)c4cccnc4)ccc3O[C@H]2[C@@H](CO)O1,-0.75
C/C=C/c1ccc([C@H]2[C@@H](CNC(=O)c3ccccn3)N(C(C)=O)[C@H]2CO)cc1,0.87
OC[C@H]1[C@@H](c2ccc(C#Cc3ccccc3F)cc2)[C@H]2CN(Cc3cncnc3)CCCCN21,-2.1
COc1cccc(-c2ccccc2[C@@H]2[C@H](C#N)N(C(=O)c3ccccn3)[C@H]2CO)c1,-0.19
COc1ccc(-c2ccc([C@@H]3[C@H]4CN(C(=O)c5cccnc5)CC(=O)N4[C@H]3CO)cc2)cc1,1.7
N#C[C@H]1N[C@H](CO)[C@@H]1c1ccc(-c2ccccc2F)cc1,-4.4*
Cn1cnc(S(=O)(=O)N2C[C@@H]3N[C@H](C2)C3c2ccc(-c3ccccc3F)cc2)c1 (some centres not stated),0.42&0.55
N#Cc1cccc(-c2ccc(C3[C@H]4CNC[C@@H]3N4C(=O)Nc3ccc(Cl)cc3)cc2)c1 (some centres not stated),1.9
CCCNC(=O)N1[C@H](C#N)[C@@H](c2ccc(C#Cc3cccc(F)c3)cc2)[C@@H]1CO,-1
CC(=O)N1[C@H](CO)[C@H](c2ccc(-c3ccc(C#N)cc3)cc2)C12CN(C(=O)C1CC1)C2,1.7

7 compounds out of the list above, arranged by the number in IDE exosite inh, falling:
compound	IDE exosite inh
N#Cc1cccc(-c2ccc(C3[C@H]4CNC[C@@H]3N4C(=O)Nc3ccc(Cl)cc3)cc2)c1 (some centres not stated)	1.9
COc1ccc(-c2ccc([C@@H]3[C@H]4CN(C(=O)c5cccnc5)CC(=O)N4[C@H]3CO)cc2)cc1	1.7
COc1cccc(-c2ccccc2[C@@H]2[C@H](C#N)N(C(=O)c3ccccn3)[C@H]2CO)c1	-0.19
Cc1ccccc1S(=O)(=O)N1C[C@H](O)COC[C@@H]2O[C@H](CC(=O)N3CCCCC3)CC[C@H]21	-0.37
O=C(C[C@@H]1C[C@H]2c3cc(NC(=O)c4cccnc4)ccc3O[C@H]2[C@@H](CO)O1)NCc1cc(F)ccc1F	-0.63
CN(C)C(=O)C[C@H]1C[C@H]2c3cc(NC(=O)c4cccnc4)ccc3O[C@H]2[C@@H](CO)O1	-0.75
CCCNC(=O)N1[C@H](C#N)[C@@H](c2ccc(C#Cc3cccc(F)c3)cc2)[C@@H]1CO	-1

Screening results: PubChem BioAssay, Broad Institute

Only part of the results is shown. The share of hits here may be higher or lower than overall.
